Assay outcomes: PubChem, NCI
NCI-60 one-dose screen, 48 h, at 10 µM unless noted. Numbers give growth in % (100 = growth as untreated, 0 = no growth, -100 = all killed).
IGROV1 = IGROV1 ovarian cancer. 79,000 tested, 4.7% active. AID 1794786
HCT-116 = HCT-116 colon cancer; 82,000 tested, 7.3% active
HCT-15 = HCT-15 colon cancer | 82,000 tested, 5.2% active
COLO 205 = COLO 205 colon cancer; 79,000 tested, 7.3% active
SW-620 = SW-620 colon cancer; 82,000 tested, 5.2% active; AID 1794795
OVCAR-4 = OVCAR-4 ovarian cancer cells. 80,000 tested, 3.7% active
SK-OV-3 = SK-OV-3 ovarian cancer cells; 80,000 tested, 3.2% active; AID 1794785
HT29 = HT29 colon cancer | AID 1794748 | 81,000 tested, 7.4% active
KM12 = KM12 colon cancer cells | 82,000 tested, 5% active | AID 1794800
Starred values were filed as active, the others as inactive; x = not tested or not shown; & = joins results of further samples. How the source made its calls: active means growth percent below 10; inactive means the rest.

SMILES	IGROV1	HCT-116	HCT-15	COLO 205	SW-620	OVCAR-4	SK-OV-3	HT29	KM12
O=C1C(Cl)C(c2ccc([N+](=O)[O-])cc2)N1n1cnnc1 (stereo not given)	94	88	100	x	96	107	83	97	95
O=c1cc(O)nc2ccccn12	109	104	96	101	102	115	97	100	107
O=C1CSC(=Nc2cc(Cl)cc(Cl)c2)N1	107	102	103	119	100	95	107	109	102
CN1Cc2cccc(N3CCNCC3)c2C[C@@H]1CN(C)[C@H]1CCCc2cccnc21	103	86	104	90	101	95	81	87	95
O=C1c2ccccc2C(=O)N1c1ccc2ccccc2c1	87	102	x	113	99	119	96	103	106
COCCc1sc[n+](Cc2cnc(C)nc2N)c1C	114	107	103	119	107	103	89	104	106
O=C(CNc1nc(-c2cccc([N+](=O)[O-])c2)cs1)Nc1cccc(Cl)c1	102	112	98	112	105	102	107	116	100
O=C(c1ccc(Oc2ccccc2)cc1)C(C(c1ccccc1)N1CCCCC1)N1CCCCC1 (stereo not given)	106	101	106	106	111	103	103	102	101
COc1ccc(-c2[nH]ncc2C2OC[C@@]3(C)[C@H]4CCC5(C)OC(C6=CCOC6=O)C[C@H]5[C@]4(C)CC[C@H]3O2)cc1 (stereo not given in full)	79	83	83	91	101	87	91	101	91
CCOC(=O)C(NC(C)=O)C(C)=O (stereo not given)	x	107	100	109	102	115	98	102	109

An excerpt from above in order of molecular weight, low to high:
SMILES	IGROV1	HCT-116	HCT-15	COLO 205	SW-620	OVCAR-4	SK-OV-3	HT29	KM12
CCOC(=O)C(NC(C)=O)C(C)=O (stereo not given)	x	107	100	109	102	115	98	102	109
O=C(CNc1nc(-c2cccc([N+](=O)[O-])c2)cs1)Nc1cccc(Cl)c1	102	112	98	112	105	102	107	116	100
CN1Cc2cccc(N3CCNCC3)c2C[C@@H]1CN(C)[C@H]1CCCc2cccnc21	103	86	104	90	101	95	81	87	95

(next part)
SMILES	IGROV1	HCT-116	HCT-15	COLO 205	SW-620	OVCAR-4	SK-OV-3	HT29	KM12
Cc1ccc(NC(=O)N[C@@H](Cc2cc(F)cc(F)c2)C(=O)N[C@@H]2C(=O)N3CCC[C@H]3C(=O)N3CCOC[C@H]3C(=O)N[C@@H](C)C(=O)N3C[C@H](C)C[C@H]3C(=O)O[C@H]2C)cc1	47	13	33	10.0*	35	13	x	32	39
COc1ccc2oc(=O)cc(COc3ccc(OCc4ccccc4)cc3)c2c1	101	98	102	107	97	99	101	95	102
COC(=O)c1cnc2c(c1)Oc1ccccc1-c1ccnn1-2	96	92	102	101	99	103	95	90	109
NC(=O)c1ccc(C2C3=C(CCCC3=O)OC3=C2C(=O)c2ccccc2C3=O)cc1 (stereo not given)	8.9*	1.2*	54	-1.5*	12	-13*	104	30	44
O=C(Cn1cc(COc2ncnc3sc4c(c23)CCCC4)nn1)Nc1ccccc1F	100	103	95	116	107	81	x	110	99
CN(CCn1sc(=O)n(Cc2ccccc2)c1=O)Cc1ccc2c(Cl)cc(Cl)c(O)c2n1	37	19	16	94	23	59	65	40	37
O=Cc1cn(-c2nc(N3CCCCC3)nc(N3CCOCC3)n2)c2ccccc12	82	89	89	110	91	86	50	101	93
CC(=O)N1N=C(c2ccc(F)cc2)CC1c1ccc2c(c1)OCO2 (stereo not given)	96	97	100	120	102	98	111	105	106
COc1ccccc1NC(=O)/C(C=NC(=S)C(N)=S)=C(\C)O	98	105	105	106	104	111	84	108	97
C/C(=C(/c1ccc(Cl)cc1)c1ccc(OCCN2CCCCCC2)cc1)c1ccccc1	74	50	20	16	54	74	113	8.4*	31
COc1cc2c3c(n(CCCN4CCN(CCCn5c6c(c7cc(OC)c(OC)cc7c5=O)C(=O)c5cc7c(cc5-6)OCO7)CC4)c(=O)c2cc1OC)-c1cc2c(cc1C3=O)OCO2	97	88	104	86	100	96	102	101	93
Cc1cc2c(cc1Cl)C(=O)/C(=C/c1ccccc1)O2	-48*	18	13	33	34	9.3*	71	39	18
CCCCCCCCCCCCS(=O)CC(C)O (stereo not given)	120	109	104	110	106	101	102	110	116
O=c1[nH]c(=O)c2nc3ccccc3nc2[nH]1	105	104	107	106	63	108	92	76	97
COc1ccc2cc(-c3nc4c(cnn4-c4ccc(Br)cc4)c(=O)[nH]3)c(OC)nc2c1	99	72	93	99	84	117	94	98	92
CCCCCCCCCCCCCCCC[N+]1(CC)CCCC1	-76*	-46*	23	-90*	-8.8*	-5.0*	-25*	-66*	-91*
NS(=O)(=O)c1ccc(CCn2c(-c3ccc(Br)cc3)nc(-c3ccccc3)c2-c2ccccc2)cc1	100	100	96	111	97	104	111	107	100
CC(=O)OC1Oc2ccccc2-c2oc(=O)c(-c3ccc([N+](=O)[O-])cc3)cc21 (stereo not given)	x	86	92	96	97	79	96	77	88
COc1nc(N2CCOCC2)nc2cc(NCc3cccnc3)ccc12	105	83	94	102	101	93	93	90	106
CC(=O)c1sc2nc(CSc3nc(C)cs3)[nH]c(=O)c2c1C	103	101	108	105	101	106	108	105	115

Single records, as listed above:
O=C(CNc1nc(-c2cccc([N+](=O)[O-])c2)cs1)Nc1cccc(Cl)c1 is listed as IGROV1: 102; HCT-116: 112; HCT-15: 98; COLO 205: 112; SW-620: 105; OVCAR-4: 102; SK-OV-3: 107; HT29: 116; KM12: 100
O=C1c2ccccc2C(=O)N1c1ccc2ccccc2c1 is listed as IGROV1: 87; HCT-116: 102; HCT-15: x; COLO 205: 113; SW-620: 99; OVCAR-4: 119; SK-OV-3: 96; HT29: 103; KM12: 106
Cc1cc2c(cc1Cl)C(=O)/C(=C/c1ccccc1)O2 is listed as IGROV1: -48*; HCT-116: 18; HCT-15: 13; COLO 205: 33; SW-620: 34; OVCAR-4: 9.3*; SK-OV-3: 71; HT29: 39; KM12: 18

(listing goes on)
SMILES	IGROV1	HCT-116	HCT-15	COLO 205	SW-620	OVCAR-4	SK-OV-3	HT29	KM12
N#C/C(=C\n1ccc(=O)[nH]c1=S)C(=O)c1ccc2ccccc2c1	87	97	103	105	100	98	97	100	95
O=C(CN1CCCCCC1)Nc1nc2ccc(NCc3ccc(Br)cc3)cc2s1	98	82	101	105	102	86	87	87	98
O=C(/C=C/C=C/c1ccc2c(c1)OCO2)NN=C(c1ccc(F)cc1)c1ccc(F)cc1	88	94	99	116	91	96	108	108	104
Nc1ccc(N=Nc2ccc(S(=O)(=O)Nc3ccccn3)cc2)c(N)n1	105	100	99	107	108	131	112	105	109
Cc1cc(=O)oc2c(OS(C)(=O)=O)c(OS(C)(=O)=O)ccc12	x	103	101	127	108	102	110	91	105
N#Cc1c(-c2ccc(F)cc2)nc(N=Nc2c(O)[nH]c3ccc(Cl)cc23)nc1N1CCOCC1	29	21	72	65	69	-38*	17	38	48
COc1ccc(/C=C2\CN(C)CC3C2=NN(c2ccc(F)cc2)C3c2ccc(OC)cc2)cc1 (stereo not given)	90	69	87	93	83	94	98	87	89
CN1CCc2c(sc3ncnc(N/N=C/c4ccc(N5CCOCC5)cc4)c23)C1	100	96	95	116	102	101	98	104	96
COC1=CC(=O)OC(C)C1 (stereo not given)	105	94	102	90	98	106	87	100	107
COC(=O)CC1CSC(=S)N1c1ccc(F)cc1 (stereo not given)	100	100	92	106	101	104	100	100	101
CC(Nc1ccc(Br)cc1C(=O)O)C(=O)O (stereo not given)	108	101	108	107	99	114	93	84	93
COc1cc2nc(NC3CC3)nc(NC3CCN(C)CC3)c2cc1OC	100	97	104	x	95	94	x	94	96
CCCc1nn(-c2ccccc2)c2c1C(c1cc3c(cc1[N+](=O)[O-])OCO3)C(C#N)=C(N)O2 (stereo not given)	102	101	101	121	104	97	108	109	103
O=C(NCc1cccnc1)Nc1cccc2c(NC(=O)NCc3cccnc3)cccc12	95	99	105	102	95	104	100	105	103
C1=CCC2OC2C1 (stereo not given)	107	102	99	105	98	106	95	105	115
Nc1cc(Cl)c(S(=O)(=O)O)cc1Cl	110&113	60&113	108&98	131&104	104&93	101&93	112&99	111&101	113&101
COc1ccc(-c2cnoc2-c2ccc(O)cc2O)cc1OC	102	102	89	124	108	94	106	104	95
C=C(C)[C@@H]1CCC[C@]2(C(=O)OC)CC[C@]3(C)[C@@H](CC[C@@H]4[C@@]5(C)CCCNC(C)(C)[C@@H]5CC[C@]43C)[C@@H]12	65	93	93	76	87	88	96	57	86
COc1ccc(C(=O)CC(c2ccccc2)C(C#N)c2ccccc2)cc1 (stereo not given)	102	91	96	110	91	89	102	82	80
Cc1ccc(N=NC2C(=O)N(c3ccc(Cl)cc3)N(c3ccc(Cl)cc3)C2=O)cc1	96	97	98	x	96	102	x	104	90
O=C(O)c1cn(C2CC2)c2cc(N3CCN(Cc4cc(-c5ccccc5)no4)CC3)c(F)cc2c1=O	81	87	88	111	101	90	93	91	98
Cc1ccc(C(=O)OCC(C)C)cc1	x	108	103	122	105	107	116	106	106
c1ccc2c(c1)nc(-c1c[nH]c3ccccc13)c1[nH]ccc12	65	52	75	58	86	65	62	45	78
O=NN(CC(=O)NNc1ccccc1)CC(=O)NNc1ccccc1	x	57	34	69	31	71	101	69	38
N#C/C(=C1\NC(=O)CS1)c1nc2ccccc2s1	88	91	95	104	89	x	92	101	101
CCN1CCN(/C(=N\c2sc(-c3ccccc3)nc2-c2ccccc2)c2ccccc2)CC1	93	62	38	84	85	32	100	33	60
CN(C)c1ccc(C2C3CC4CCCCC4N3[C@@]3(C(=O)Nc4cc(Cl)ccc43)C2C(=O)c2nc3ccccc3[nH]2)cc1 (stereo not given in full)	54	54	60	x	73	64	x	43	79
Cn1cccc1C(=O)C1C(c2ccc(Cl)cc2Cl)C2CSCN2C12C(=O)Nc1ccc(Cl)cc12 (stereo not given)	48	33	53	81	74	74	94	46	47
COc1ccc2cnc(N)c(C#Cc3cc(C(=O)Nc4ccc(CN5CCN(C)CC5)c(C(F)(F)F)c4)cnc3C)c2c1	29	21	43	x	14	58	69	13	11
Cc1cc(C)c2c(n1)sc1c(Nc3onc4ncccc34)ncnc12	110	95	93	109	103	91	102	94	103
O=S(=O)(Cc1cccc2c(CS(=O)(=O)c3ccc(Cl)cc3)cccc12)c1ccc(Cl)cc1	91	96	93	83	89	100	95	94	88
Nc1ccc(C(=O)NCCSCCN2CCOCC2)cc1	114	94	112	110	108	113	104	103	111
C=CCn1c(SCC(=O)Nc2ccc(C(=O)/C=C/c3ccc(Br)cc3)cc2)nnc1-c1c[nH]c2ccccc12	76	-61*	93	109	92	75	92	94	89
O=C(COc1ccccc1)Oc1c(Cl)c(Cl)c(Cl)c(Cl)c1Cl	71	91	106	101	100	89	86	103	96
CCOc1cc(\C=N/N=C(N)/C(N)=N\N=C/c2ccc(O)c(OCC)c2)ccc1O	129	100	101	5.6*	108	105	113	-46*	101
Cc1cc(N2CCOCC2)nc(NCc2cc(Nc3ccnc4cc(Cl)ccc34)ccc2F)n1	-14*	-78*	-82*	-71*	-70*	3.6*	-41*	-29*	-62*
O=C(CC(NC(=O)OCc1ccccc1)c1nn[nH]n1)OCc1ccccc1 (stereo not given)	110	113	100	99	108	106	103	95	105

Rows are unselected; 12% or so of the library scored in one or more.
